High-throughput results: PubChem, several laboratories
S1P4 ag = human S1P4 receptor agonism | O95977 | S1P4-expressing cell line, agonist reporter assay | activation, % at 4.98 µM | hit rate 0.35% among 220,000 | AID 1509; in the data active = activation above about 11%;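 also: 0% = DMSO vehicle and 100% = reference agonist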
PERK inh = inhibitors of human PERK kinase | AID 1416 | CHO PERK-DD fusion, SEAP luminescence translation reporter | inhibition, % at 5.6 µM | Q9NZJ5 | hit rate 0.17% among 220,000;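 active = inhibition above the mean inhibition of all tested compounds plus 3 SD, set separately per screening campaign, cut at about 2.9% in these data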;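 also: PERK kinase domain activated by AP20187 dimerizer at 100 nM; 0% = DMSO with dimerizer and 100% = rapamycin at 8.4 µM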
S1P4 antagonist = human S1P4 receptor antagonism; O95977; S1P4-expressing cells, antagonist mode, reporter read-out; inhibition, % at 4.98 µM; hit rate 0.26% among 220,000; AID 1510; in the data active = inhibition above about 29%;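 also: 0% = wells stimulated with agonist and 100% = vehicle wells without agonist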
TRPML3 agonist = agonists of human TRPML3 channel; HEK293 TRPML3-YFP, Fluo-8 calcium fluorescence; 100% = the carbachol control signal; activation, % at 3 µM; hit rate 0.29% among 220,000; AID 1448;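 active = activation above its plate's cutoff, the mean activation of the plate's test wells plus 3 SD, cut at about 12% in these data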;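 also: 0% = DMSO only wells and 100% = carbachol wells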
Target sequence (Q8TDD5 whole entry, looked up): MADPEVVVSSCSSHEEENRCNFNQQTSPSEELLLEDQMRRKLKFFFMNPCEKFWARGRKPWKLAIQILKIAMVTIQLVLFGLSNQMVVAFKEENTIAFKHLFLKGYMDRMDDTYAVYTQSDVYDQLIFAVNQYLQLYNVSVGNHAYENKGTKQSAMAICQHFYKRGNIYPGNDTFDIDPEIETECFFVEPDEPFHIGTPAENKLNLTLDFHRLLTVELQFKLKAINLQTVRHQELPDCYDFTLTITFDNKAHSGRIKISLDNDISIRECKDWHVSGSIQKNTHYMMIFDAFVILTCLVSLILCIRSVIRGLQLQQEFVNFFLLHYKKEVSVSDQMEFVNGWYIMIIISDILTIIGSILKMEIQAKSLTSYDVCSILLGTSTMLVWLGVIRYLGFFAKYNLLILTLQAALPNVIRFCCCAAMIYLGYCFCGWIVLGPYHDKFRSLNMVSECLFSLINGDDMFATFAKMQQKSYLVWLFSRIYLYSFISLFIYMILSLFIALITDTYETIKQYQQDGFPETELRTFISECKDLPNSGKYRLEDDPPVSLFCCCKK
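system = HEK293 cells stably carrying human TRPML3-YFP | doses = one concentration, 3 µM nominal, 0.3% DMSO | timing = dye loading 1 h 37 °C then 30 min ambient, 125 s read | detection = Fluo-8 calcium dye fluorescence, ex 470-495, em 515-575 nm | benchmarks = high control carbachol 87 µM, low control DMSO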
m-calpain inh = inhibitors of pig calpain II. purified calpain II, fluorogenic peptide substrate, 30 min. inhibition, % at 16 µM. hit rate 0.37% among 220,000. AID 1236;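 active = inhibition above about 50%, limit read from the data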
Ba/F3 V617F tox = loss of viability in JAK2V617F-driven Ba/F3 cells. Ba/F3 EpoR-JAK2V617F viability, ATP luminescence. inhibition, % at 5.6 µM. hit rate 1.1% among 220,000;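 active = inhibition above the campaign mean plus 3 SD over all tested compounds, cut at about 24% in these data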;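 also: cytokine-independent growth of Ba/F3 cells driven by EpoR plus mutant JAK2; 0% = DMSO-treated cells and 100% = JAK inhibitor I control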
BaF3 tox = parental Ba/F3 viability inhibition as JAK2V617F counter-screen; CellTiter-Glo ATP luminescence; inhibition, % at 5.6 µM; hit rate 1.1% among 220,000;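 active = inhibition above a per-campaign cutoff, the mean inhibition of all tested compounds plus 3 SD, cut at about 27% in these data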;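 also: 0% = DMSO wells and 100% = JAK Inhibitor I control wells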
zfTRPN1 agonist = agonists of zebrafish TRPN1 channel | HEK293 zebrafish TRPN1-YFP, Fluo-8 calcium fluorescence; 100% = response to 87 µM carbachol | activation, % at 3 µM | hit rate 0.18% among 220,000;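 active = activation above its plate's cutoff, the mean activation of test wells on that plate plus 3 SD, cut at about 19% in these data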;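 also: 0% = DMSO alone and 100% = 87 µM carbachol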
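Assay system: Zebrafish TRPN1-YFP in HEK293 cells | Incubation: Dye loading 1 h at 37 °C, then 30 min room temperature | Measured by: Kinetic Fluo-8 fluorescence, ex 470-495, em 515-575 nm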
EP2 mod = modulates human prostaglandin E2 receptor EP2 signaling. P43116. EP2-expressing cells, cAMP HTRF FRET, PGE2 co-stimulation. induction, % at 25 µM. hit rate 0.83% among 260,000;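 active = compounds whose cAMP rise, as percent of the full-agonist control response, exceeds 60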;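 also: rat C6 glioma line stably carrying human EP2 under a CMV promoter; the protocol text gives 20 µM as final concentration; 100% = response of wells given 1 µM PGE2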
Target sequence (P43116 whole entry, looked up): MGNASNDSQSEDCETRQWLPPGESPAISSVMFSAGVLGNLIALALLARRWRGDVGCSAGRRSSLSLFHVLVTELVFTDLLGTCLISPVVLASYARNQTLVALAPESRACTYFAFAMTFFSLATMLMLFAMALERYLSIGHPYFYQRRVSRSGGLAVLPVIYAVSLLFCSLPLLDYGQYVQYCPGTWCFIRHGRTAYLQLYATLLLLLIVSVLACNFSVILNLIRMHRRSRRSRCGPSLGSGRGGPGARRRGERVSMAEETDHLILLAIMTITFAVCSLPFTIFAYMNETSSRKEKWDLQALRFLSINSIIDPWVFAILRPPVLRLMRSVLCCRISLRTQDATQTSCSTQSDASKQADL
* marks the source's active call; other numbers are inactive results; & = joins results of further samples.

Results follow in this order: PERK inh | zfTRPN1 agonist | EP2 mod | m-calpain inh | Ba/F3 V617F tox | S1P4 antagonist | TRPML3 agonist | BaF3 tox | S1P4 ag
1: Cc1ccccc1-c1nnc(-c2cccs2)o1
    0.9 | -0.9 | 6.7 | -14.7 | -1.5 | -21.1 | 0.7 | 1.5 | 0.1
2: COc1ccccc1OCC(=O)N/N=C1/C=C(C)CC1
    -0.3 | 0.5 | -30.6 | 9.2 | -1.2 | -23.6 | 1.0 | -2.0 | 1.9
3: Cc1ccc(SCC(=O)Nc2cc([N+](=O)[O-])ccc2O)cc1
    -0.3 | 24.4* | -41.8 | -8.3 | -3.9 | 7.2 | 19.4* | 8.0 | -0.3
4: COCCCn1c(SCc2nnc(-c3ccc(OC)c(OC)c3)o2)nnc1-c1ccncc1
    1.3 | 0.9 | 21.4 | -15.4 | -2.0 | 1.4 | 0.3 | 3.7 | 0.0
5: COc1ccccc1NC(=O)c1csc2c1CCCC2
    -0.2 | -1.5 | 52.0 | 0.8 | 0.5 | -22.2 | -1.2 | 6.0 | -1.6
6: COCCN1Cc2cccc(C(=O)NCC3CCN(CC(C)C)C3)c2C1=O (centres undefined)
    -0.5 | -0.6 | 1.5 | 17.9 | 6.9 | 4.2 | 1.6 | 9.4 | -0.1
7: Nc1ccc(Sc2cc(Cl)nc(N)n2)cc1
    -0.3 | 0.1 | -48.6 | -0.8 | 3.4 | -0.4 | 0.1 | 8.6 | -0.6
8: CN1C(=O)CC(N2CCN(c3ccc(Cl)cc3)CC2)C1=O (centres undefined)
    0.2 | 0.4 | -3.2 | -6.0 | -1.7 | -24.5 | 0.8 | 3.0 | 1.2
9: O=[N+]([O-])c1cc(S(=O)(=O)N2CCCCC2)ccc1NCc1cccc(Cl)c1
    0.9 | 0.5 | 5.9 | 33.4 | 4.0 | 1.7 | 0.1 | 10.2 | -2.5
10: OCC1(Cc2ccc(Cl)cc2)CCN(CC2CC=CCC2)CC1 (centres undefined)
    -0.2 | 0.6 | -40.2 | 17.4 | 7.5 | 2.1 | 0.4 | 4.1 | -0.8
11: CCOC(=O)CSc1nc2ccc(C)cc2[nH]1
    0.6 | -0.7 | 23.6 | -19.4 | -0.2 | -20.8 | -0.7 | 2.3 | 0.6
12: CC(C)(C)SCCNC(=O)COc1ccc(Cl)cc1
    0.6 | -0.2 | 14.8 | 2.4 | -1.2 | -17.7 | 0.3 | 1.7 | -0.4
13: CCCOc1ccc(C(=O)NCC(c2cccs2)N(C)C)cc1OC (centres undefined)
    -0.6 | 0.2 | 7.3 | -10.0 | -3.5 | -21.0 | 0.7 | 3.1 | 3.5
14: O=C(COC(=O)/C=C/c1ccco1)NCCc1ccccc1
    0.8 | -1.3 | -37.9 | -24.4 | -6.8 | 24.2 | 0.3 | -0.6 | -0.4
15: COc1ccc(CCNc2c3ccccc3nc3ccccc23)cc1OC
    -2.2 | 2.5 | -4.3 | -68.8 | 6.1 | -32.5 | 1.6 | -6.7 | 1.5
16: Cc1ccsc1CNn1cnnc1SCc1ccccc1F
    0.6 | 0.7 | -5.1 | -32.8 | 3.0 | -13.2 | -0.6 | 2.2 | 0.3
17: CC(C)(C)c1ccc(OCc2ccc(C(=O)N3CCOCC3)o2)cc1
    -0.2 | -0.8 | 0.3 | -15.4 | 2.2 | -5.3 | 0.0 | 6.7 | 2.0
18: CC(C)CCn1c(SCC(=O)c2ccccc2)nc2c1c(=O)[nH]c(=O)n2C
    0.3 | 1.2 | 25.3 | 19.8 | -2.9 | 1.4 | 0.1 | 3.4 | 1.1
19: O=C(Nc1ccccc1C(=O)N/N=C/c1ccco1)c1ccccc1
    -0.3 | 0.4 | -13.4 | 18.8 | 3.2 | -1.9 | 0.0 | 10.2 | -0.2
20: CCC(C)C(=O)N1CCc2cc(-c3csc(N)n3)ccc21 (centres undefined)
    -0.4 | 0.4 | -58.1&-98.9 | -5.4 | 5.7 | 40.9* | -0.3 | 8.9 | -0.7
21: C#Cc1ccc(C(=O)NCc2ccc(N3CCCC3=O)cc2)cc1
    0.9 | 1.6 | -6.0 | -65.4 | 0.6 | -15.2 | 1.1 | 1.5 | -0.3
22: COc1nccnc1NS(=O)(=O)c1ccc(NC(=S)NC(=O)c2ccccc2)cc1
    2.2 | -0.5 | -6.1 | -4.7 | 1.5 | -18.4 | 0.7 | 7.5 | 2.1
23: N#C/C(=N\Nc1c(Cl)cccc1Cl)C(=O)NN
    0.7 | -0.7 | 0.2 | -14.4 | -1.8 | 7.0 | -0.1 | 4.1 | -1.2
24: Cc1cccc(C2=N/C(=C\c3cccs3)C(=O)O2)c1
    0.1 | -1.2 | 24.4 | 16.9 | 3.5 | -19.4 | 0.4 | 3.4 | 1.5
25: O=C(CN1CCC(NC(=O)c2ccccc2Cl)CC1)NCc1ccco1
    0.8 | -1.2 | -9.1 | -10.4 | -6.4 | -9.2 | 0.3 | -1.8 | -2.3
26: C=CCN(CC=C)CCOc1cccc2ccccc12
    0.8 | -1.6 | 28.6 | -0.8 | 0.3 | -12.3 | 0.3 | 4.8 | 0.4
27: Cc1ccc(-n2c(O)c(C=NC3CCS(=O)(=O)C3)c3ccccc3c2=O)c(C)c1 (centres undefined)
    0.5 | 0.7 | -22.1 | 1.6 | -2.8 | -2.2 | 0.5 | 4.8 | -0.2
28: Cc1cccn2c(=O)c(/C=C(\C#N)C(=O)NCc3ccco3)c(N3CCCCCC3)nc12
    -1.9 | -3.2 | 25.9 | -11.8 | 2.7 | 7.2 | -1.2 | 1.8 | 0.7
29: CCn1c(SCC(=O)Nc2nc(-c3ccc(C)cc3)cs2)nnc1-c1ccccc1O
    -0.8 | 0.1 | -27.9 | -85.0 | 1.4 | 6.2 | -0.1 | 6.2 | 1.0
30: COc1c(C)cc(C(=O)C2CCCN(C(=O)Cn3ccc(C)n3)C2)cc1C (centres undefined)
    0.6 | -0.3 | -4.3 | -26.2 | 0.2 | -0.1 | 0.3 | 2.1 | -0.9
31: Cc1csc(NC(=O)CSc2nc3ccccc3c3c2CCCC3)n1
    0.2 | -0.1 | 46.4 | -10.2 | -1.6 | -4.9 | 0.6 | 3.8 | 1.6
32: COC(=O)c1sccc1-n1cccc1C(=O)C(=O)Nc1ccc(F)cc1
    -0.3 | 1.4 | -45.9 | 32.0 | 1.5 | -6.6 | 0.1 | 3.8 | 0.1
33: COc1cc(NC(=O)Cn2ccsc2=N)c(C)cc1[N+](=O)[O-]
    0.3 | -0.2 | -37.0 | 16.3 | 4.4 | -20.4 | 1.1 | 7.7 | -0.2
34: Cc1cc2cc(CNC(=S)Nc3ccc(OC(F)(F)F)cc3)ccc2n1C
    -0.1 | 0.7 | 6.7 | -16.6 | -2.5 | 14.1 | 0.9 | 6.8 | 1.1
35: Cc1cc(Oc2ccc(C#N)cc2)nc(N2CCOCC2)n1
    0.2 | 0.5 | 15.1 | -10.5 | 7.3 | 0.6 | -1.0 | 9.7 | -3.3
36: O=C(O)c1cccc(S(=O)(=O)Nc2ccc(O)cc2Sc2nc3ccccc3s2)c1
    1.0 | 0.4 | 4.7 | -29.7 | 0.5 | -10.1 | 0.5 | 7.8 | -1.0
37: O=C(C[n+]1cc(-c2ccc(F)cc2)n2c1CCC2)N1c2ccccc2Sc2ccccc21
    0.0 | -0.3 | -2.2 | -23.2 | -1.0 | -5.1 | 0.1 | 6.8 | 0.5
38: Cc1nc(C)n(CC(=O)N2CCCC(C(=O)c3ccc(C(F)(F)F)cc3)C2)n1 (centres undefined)
    0.6 | -0.8 | -10.2 | -0.1 | -1.4 | -3.3 | 0.6 | 11.2 | -2.2
39: CN(C)S(=O)(=O)N1CCN(CC(O)COc2ccc(C(=O)c3ccccc3)cc2)CC1 (centres undefined)
    -0.6 | 3.5 | 1.3 | 11.5 | -1.6 | -23.5 | 2.3 | 5.8 | 2.8
40: O=C(NCCc1c[nH]c2ccccc12)C1CCC(Cn2c(=S)[nH]c3ccccc3c2=O)CC1 (centres undefined)
    -1.9 | 0.6 | -33.8 | -218.6 | -2.2 | -10.4 | 0.0 | 8.9 | -2.8
41: Cn1c(=O)[nH]c(=O)c2c1nc(Br)n2CCC(=O)c1ccccc1
    1.0 | 4.2 | 3.2 | -7.4 | 0.6 | 4.4 | 1.0 | 1.8 | 0.6
42: COC(=O)c1ccc(CNC(=O)c2c3c(nc4ccccc24)CCN(Cc2ccccc2)C3)cc1
    -0.9 | 0.7 | -0.7 | -25.3 | 1.0 | -13.3 | 0.5 | 5.1 | 0.3
43: Cc1ccc2cc(CN(CC3CCCO3)C(=O)C(C)C)c(=O)[nH]c2c1 (centres undefined)
    -0.4 | -1.1 | 6.2 | -23.4 | -5.0 | -19.3 | 0.4 | -0.5 | 0.7
44: FC(F)Oc1cccc(NC(=S)N2CCN(c3ccccn3)CC2)c1
    0.7 | -1.1 | -83.7 | 1.1 | -0.1 | -5.0 | 0.5 | 0.6 | -2.0
45: CC(=O)c1sc(Nc2ccc(C)cc2)nc1C
    1.5 | 2.0 | 38.8 | -12.5 | -1.0 | -1.6 | 0.9 | 2.3 | 0.6
46: COc1ccccc1C/C(N)=N/OC(=O)COc1cccc(C)c1
    1.8 | -1.9 | 8.6 | -2.4 | -6.3 | -3.1 | -0.8 | 5.5 | 0.0
47: COc1ccc(C(=O)CC(c2ccccc2)S(=O)(=O)c2ccc(C)cc2)cc1 (centres undefined)
    1.3 | 0.3 | -10.3 | 16.1 | 1.0 | 6.3 | 1.3 | 7.7 | -0.5
48: O=[N+]([O-])c1cccnc1N1CCN(c2ccccc2F)CC1
    0.6 | -1.1 | 20.4 | -5.5 | -0.7 | 20.7 | 0.5 | 2.5 | -0.2
49: Cc1oc(-c2cc(F)ccc2F)nc1CN(C)Cc1ccc2nccnc2c1
    -0.8 | -1.2 | -5.5 | -20.0 | 0.5 | -4.4 | -0.3 | 3.5 | 1.9
50: Cc1sc2nc(COC(=O)c3ccc(Cl)c(N)c3)[nH]c(=O)c2c1C
    -1.2 | 0.3 | -22.3 | -21.8 | 2.2 | 3.7 | 0.2 | -6.4 | 2.4
51: CCCc1nc2oc3c(NCCCN(C)C)ncnc3c2c2c1CCCC2
    0.6 | 1.2 | -38.4 | -56.6 | 68.4* | 7.5 | 0.9 | 68.7* | -0.6
52: NC(=O)C1CCN(C(=O)CSc2nc3ccccc3s2)CC1
    1.0 | -0.5 | 3.6 | 5.2 | -3.4 | -6.2 | 1.0 | 0.8 | 1.5
53: CC1(C)CC(=O)c2cc(C(=O)NC3CCSC3=O)c(=O)n(-c3ccc(Cl)cc3)c2C1 (centres undefined)
    -1.3 | 2.5 | 19.9 | -6.4 | 5.4 | -13.1 | 0.6 | 10.1 | -0.4
54: Oc1ccc2ccccc2c1/C=N/Nc1nnc(-c2ncc[nH]2)c2ccccc12
    -1.7 | 0.2 | -17.2 | -67.6 | 2.0 | -17.4 | -0.3 | 5.5 | -1.8
55: Cc1ccc(NC(=O)c2cccc(F)c2)cc1S(=O)(=O)N1CCCCCC1
    0.5 | 6.4 | -39.8 | -9.0 | 5.8 | -10.4 | 2.6 | 7.3 | -0.3

This is a random part of the collection; about 3.6% have a hit in one of these screens.
